Screens from PubChem BioAssay.
CaV13 FRET inh – Disruptors of the CACNA1D IQ motif to Ca2+-dependent inactivation inhibitor domain association, primary screening, Förster resonance energy transfer in intact living …. HEK cells, CFP/YFP FRET ICDI-IQ, plate reader, 10 min; percent FRET-ratio fall versus neutral wells. inhibition, % at 12.3 µM. 0.098% of 340,000 active;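 active = mean replicate inhibition of at least 30% and at least 1% of replicates passing that level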;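 also: 0% = median of the neutral control wells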
CF NFkB inh – cystic fibrosis NF-kB activation inhibition; AID 588850; inhibition, % at 5 µM; 0.86% of 360,000 active; KKLEB NF-kB-GFP reporter, PAF-induced, GFP fluorescence overnight;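 active = at least 50% inhibition at 5 µM, scaled per plate between neutral and stimulator controls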;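 also: PAF is a Pseudomonas aeruginosa culture filtrate used as stimulus; plate controls were PAF-stimulated DMSO wells for no effect and unstimulated DMSO wells for full effect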
NR2E3 ag-1 – activates human photoreceptor nuclear receptor NR2E3. Q9Y5X4. GST-NR2E3/biotin-RetCOR TR-FRET, 1536-well. inhibition of corepressor binding, % at 4.78 µM. 0.12% of 320,000 active. AID 2300;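 active = percent inhibition above the cutoff of mean plus 3 SD of all tested compounds, set per screening campaign, cut at about 20% in these data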;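 also: 0% = DMSO wells and 100% = biotin wells as full block of FRET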
Target sequence (Q9Y5X4 whole entry, looked up): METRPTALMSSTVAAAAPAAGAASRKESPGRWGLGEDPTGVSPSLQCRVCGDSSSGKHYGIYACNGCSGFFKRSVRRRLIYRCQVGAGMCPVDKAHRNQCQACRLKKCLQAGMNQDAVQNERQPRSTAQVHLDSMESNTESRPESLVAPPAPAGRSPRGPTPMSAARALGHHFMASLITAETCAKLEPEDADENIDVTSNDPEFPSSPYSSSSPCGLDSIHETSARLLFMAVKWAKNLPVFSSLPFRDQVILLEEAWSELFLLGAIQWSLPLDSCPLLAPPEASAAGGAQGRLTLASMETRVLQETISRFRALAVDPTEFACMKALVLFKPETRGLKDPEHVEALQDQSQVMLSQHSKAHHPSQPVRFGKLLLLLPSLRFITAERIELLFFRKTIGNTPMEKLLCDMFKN
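System: GST-NR2E3 and biotin-RetCOR proteins; probe or stimulus: 7 nM biotin-RetCOR; doses: compound at 4.8 µM, single dose; schedule: Compound–protein incubation for 5 h at 4 °C; detection: time-resolved FRET; read-out: percent inhibition; controls: biotin wells as high control, 0.6% DMSO wells as low control; format: 1536-well plates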
Peg3 prom inh – reduces Peg3 promoter-driven luciferase expression in HeLa | inhibition, % at 20 µM | AID 588405 | HeLa PEG-Prom luciferase reporter, luminescence, overnight | 1.7% of 360,000 active;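 active = inhibition of at least 50% at 20 µM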
Shn3 3UTR inh – inhibitors of Schnurri-3 3'UTR reporter in osteoblasts; Clone20 osteoblast Shn3 3'UTR firefly luciferase, 24 h; inhibition, % at 12.5 µM; 0.52% of 360,000 active; AID 588674;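 active = mean inhibition of at least 75% with every replicate also reaching 75%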;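 also: 0% = median of neutral control wells and 100% = pilot-screen positive control compound; some compounds past the cut are filed as inactive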
HIF-2a inh – HIF-2a inhibition; 0.72% of 360,000 active; inhibition, % at 18.8 µM; 786-0 RCC cells HIF-2a reporter, luciferase luminescence, overnight;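 active = inhibition of the luminescence signal of 40% or more relative to plate controls, in a single-dose primary screen at 18.75 µM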
PDI turbidity – PDI (human) enzyme inhibition. PDI insulin aggregation turbidity, A650, 90 min. inhibition, % at 10 µM. 0.052% of 350,000 active. AID 588391;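 active = mean inhibition across replicates of 30% or more, whatever share of single replicates reach that level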;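 also: absorbance from insulin aggregation driven by PDI reduction with DTT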
Target sequence (P07237 whole entry, looked up): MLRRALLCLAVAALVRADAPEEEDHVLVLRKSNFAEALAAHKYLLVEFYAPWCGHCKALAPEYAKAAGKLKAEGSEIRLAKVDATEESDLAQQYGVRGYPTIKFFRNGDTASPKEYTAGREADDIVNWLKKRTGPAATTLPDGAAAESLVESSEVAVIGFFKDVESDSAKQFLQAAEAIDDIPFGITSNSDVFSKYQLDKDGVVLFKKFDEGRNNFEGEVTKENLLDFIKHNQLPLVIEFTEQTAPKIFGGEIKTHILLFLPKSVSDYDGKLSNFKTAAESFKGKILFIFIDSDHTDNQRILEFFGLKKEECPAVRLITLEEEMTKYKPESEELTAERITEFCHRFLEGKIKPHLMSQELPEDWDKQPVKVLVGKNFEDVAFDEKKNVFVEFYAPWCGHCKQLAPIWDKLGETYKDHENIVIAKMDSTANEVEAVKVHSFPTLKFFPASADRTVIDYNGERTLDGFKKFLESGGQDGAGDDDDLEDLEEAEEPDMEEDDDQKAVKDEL
NR2E3 ag-2 – activates human NR2E3 receptor; Q9Y5X4; CHO-S Gal4-NCOR/VP16-NR2E3 two-hybrid, luciferase; inhibition of corepressor binding, % at 3.98 µM; 0.35% of 360,000 active; AID 602229;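 active = inhibition above the mean of all tested compounds plus 3 SD, cut at about 70% in these data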;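 also: 0% = DMSO with NR2E3 transfected cells and 100% = cells lacking NR2E3 construct; higher means lower luciferase signal from less NR2E3 corepressor binding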
Vif inh – inhibitors of HIV Vif. HEK293T cells, Vif self-association by quenched fluorescence, imaging, 24 h. inhibition, % at 7.49 µM. 0.35% of 340,000 active. AID 602346; in the data active = inhibition above about 50%, passing the limit was not always enough; also: some results filed as inactive read as strong as hits
KKLEB tox – CF airway cell cytotoxicity counter-screen. KKLEB CF airway cells viability, ATPlite luminescence, overnight; active compounds read low; cells stimulated with P. aeruginosa culture filtrate. activity change (cytotoxicity), % at 5 µM. 0.36% of 360,000 active. AID 602141;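 active = corrected activity change at or below -50% at 5 µM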
MITF TRPM1 inh – reduces MITF-dependent TRPM1 promoter luciferase signal | SK-MEL-5 TRPM1 promoter luciferase, 24 h | inhibition, % at 12.5 µM | 0.83% of 330,000 active | AID 488899;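 active = mean inhibition across replicates of 60% or more, whatever share of single replicates reaches that level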; also: values of inactives mirror those of a sister screen read the other way
* = called active by the depositor; . = no result given.

Order of results: CaV13 FRET inh | CF NFkB inh | NR2E3 ag-1 | Peg3 prom inh | Shn3 3UTR inh | HIF-2a inh | PDI turbidity | NR2E3 ag-2 | Vif inh | KKLEB tox | MITF TRPM1 inh
- CNC(=O)CSc1nc2cccnc2n1-c1ccc(F)cc1
    -4 | 19 | . | -5 | 3 | 7 | -4 | -10 | -10 | -17 | 1
- COc1cc(NC(=O)NCCN2CCN(c3ccccc3)CC2)cc(OC)c1OC
    -16 | 2 | -1 | 0 | -19 | 8 | 4 | 3 | . | 3 | 6
- O=C(c1ccc([N+](=O)[O-])o1)N1CCc2ccccc21
    -22 | -33 | 1 | -44 | -13 | -110 | -3 | 9 | 15 | 6 | 16
- Cc1cn(CC(=O)N[C@H](C)c2cccc3ccccc23)c(=O)[nH]c1=O
    -6 | -1 | . | 3 | 5 | 3 | 2 | -11 | 8 | 0 | 1
- Cc1ccc(C)n1-c1nc(=S)[nH][nH]1
    -7 | -9 | 3 | 1 | -5 | 4 | 3 | 9 | 16 | -2 | 5
- Cc1ccc(CNC(=O)C2(S(=O)(=O)c3ccc(C)cc3)CC2)cc1
    -3 | 12 | 2 | 8 | -2 | 12 | 5 | -32 | -10 | 10 | 0
- O=C1CS/C(=C\[N+](=O)[O-])N1c1ccc(OC(F)(F)F)cc1
    -5 | -10 | 0 | 8 | 18 | 5 | -5 | 2 | -6 | -5 | 5
- O=C(Cn1cc(C(=O)C2CC2)c2ccccc21)Nc1ccccc1Cl
    -2 | 18 | 5 | 7 | 87* | 18 | -34 | -10 | 8 | 3 | -4
- COc1cc(-c2noc(C)c2C(=O)NCc2ccc(C)o2)cc(OC)c1OC
    -6 | 15 | . | -4 | 0 | 7 | -2 | -19 | 0 | -7 | -4
- Cc1cc(NC(=O)CCCC(=O)N(c2ccccc2)C(C(=O)NC2CCCCC2)c2cccs2)no1 (stereo not drawn)
    -3 | 14 | -2 | 17 | 15 | 12 | -2 | -21 | 1 | 3 | 13
- O=C(NC1CC1)C1CCCN(C(=O)Nc2ccc(F)cc2)C1 (stereo not drawn)
    -4 | -11 | 0 | -3 | -2 | 4 | 0 | 14 | 11 | -3 | 10
- Cc1cc(=O)oc(C)c1C(=O)NCc1cccnc1
    -9 | 12 | 1 | 11 | 6 | -6 | 4 | 10 | 2 | -4 | -7
- O=C(CNC(=O)N1CC(=O)Nc2ccccc21)Nc1ccc(F)c(Cl)c1
    -7 | 5 | -1 | 6 | -1 | 12 | -18 | 3 | 3 | -5 | -9
- COc1ccc(N(CC(=O)Nc2cc(OC)cc(OC)c2)S(=O)(=O)c2c(C)n[nH]c2C)cc1
    -14 | -13 | 4 | 7 | 2 | 12 | 8 | -4 | -10 | 3 | 1
- Cc1cc(SCc2ccccc2C)nc(=O)[nH]1
    -7 | -4 | -2 | -12 | 10 | -2 | -6 | 18 | -2 | 2 | 3

The list continues:
Order of results: CaV13 FRET inh | CF NFkB inh | NR2E3 ag-1 | Peg3 prom inh | Shn3 3UTR inh | HIF-2a inh | PDI turbidity | NR2E3 ag-2 | Vif inh | KKLEB tox | MITF TRPM1 inh
- CCOCCCN(C(=O)c1snc(C(N)=O)c1N)C(C(=O)NCCC(C)C)c1ccc(Cl)cc1 (stereo not drawn)
    -5 | 11 | 0 | 16 | 12 | 15 | 9 | -20 | -2 | -15 | 1
- CC(C)C1Oc2cc3oc(=O)ccc3cc2C1=O (stereo not drawn)
    -4 | -14 | -3 | 0 | 4 | -2 | -8 | 16 | 17 | 7 | 13
- CSc1ncccc1C(=O)NCc1nnc2ccccn12
    -5 | -14 | . | 13 | -4 | 19 | 12 | 32 | -3 | -5 | 2
- O=C1OCCN1C(=O)[C@H]1[C@H](c2ccc(F)cc2)C(c2ccccc2)=NN1c1ccccc1
    -10 | -5 | . | 10 | 5 | 3 | -4 | -35 | -7 | -6 | 1
- Fc1ccccc1-c1n[nH]c(=S)n1Cc1ccccc1
    . | -12 | 4 | -2 | 6 | 11 | 16 | 22 | -13 | 6 | -3
- O=C(O)/C(=C\c1ccco1)NC(=O)c1ccccc1
    -5 | 9 | 3 | 23 | 5 | 3 | -2 | -6 | -2 | 6 | -1
- Cc1cc(C)c(C)c(S(=O)(=O)ON2C(=O)c3ccccc3C2=O)c1C
    -8 | 69* | 1 | 89* | 65 | 56* | -1 | 8 | -1 | -53* | 32
- O=C(CN(Cc1ccco1)C(=O)c1cccc(Cl)c1)Nc1c(Cl)cc(Cl)cc1Cl
    -5 | 5 | 1 | 16 | 8 | 5 | 3 | -35 | -2 | -12 | 2
- Cn1c(=O)oc2cc(S(=O)(=O)N3CCN(c4ccccc4F)CC3)ccc21
    -7 | -40 | 0 | 2 | 7 | 3 | -3 | 11 | 30 | 13 | 16
- COc1cccc(C2=CC(=O)CC(C)(C)C2)c1OC
    -5 | 5 | 4 | -28 | -20 | -1 | -5 | -18 | -3 | -10 | -9
- CCC1CCCCN1C(=O)c1ccccc1OC1CCN(S(C)(=O)=O)CC1 (stereo not drawn)
    4 | -4 | -1 | -4 | 10 | 9 | -3 | -26 | 1 | 0 | -1
- CCCOc1cccc(C(=O)NCCNC(=O)c2ccccn2)c1
    -3 | 0 | 1 | 9 | 6 | 16 | 5 | -40 | 5 | -1 | 8
- CCCSc1ccc([C@H]2N[C@@](C)(C(=O)OC)[C@H]3C(=O)N(CC)C(=O)[C@@H]23)cc1
    -5 | -14 | . | -6 | 8 | 13 | -1 | -14 | -1 | 8 | -62
- CC(C)n1c(C(F)(F)F)nc2cc(C(=O)N3CCCCC3)ccc21
    7 | -6 | -2 | 7 | 3 | 15 | 6 | 12 | 16 | -10 | 7
- Cc1ccnc(NS(=O)(=O)c2ccc(CC(C)C)cc2)c1
    -9 | 6 | -1 | 20 | 10 | 0 | 5 | -5 | -4 | 6 | 6

Continuation.
Order of results: CaV13 FRET inh | CF NFkB inh | NR2E3 ag-1 | Peg3 prom inh | Shn3 3UTR inh | HIF-2a inh | PDI turbidity | NR2E3 ag-2 | Vif inh | KKLEB tox | MITF TRPM1 inh
- O=C(NCCc1ccc(Cl)cc1)C1CCC(=O)N1C1CCCC1 (stereo not drawn)
    -8 | -7 | 2 | 12 | 1 | 3 | -1 | -6 | 1 | -1 | 3
- CCN(CC)CCOc1ccccc1OC
    . | 9 | 0 | 6 | -10 | 1 | 5 | 5 | -4 | -5 | 0
- CC(C)Cn1c(N)c(C(=O)CSc2nccn2C)c(=O)n(C)c1=O
    -5 | -14 | 0 | 6 | 8 | -4 | 13 | -1 | 2 | -10 | 12
- Cc1cc(NC(=O)c2cccs2)ccc1NC(=O)Cc1ccccc1
    1 | -4 | 3 | -17 | 3 | -16 | -12 | -9 | -2 | 17 | -4
- Cc1ccc(CSc2nnc(-c3cccnc3)o2)cc1
    . | -10 | -6 | -32 | -23 | -35 | -3 | -45 | -1 | 6 | -9
- Cc1ccc(-c2nnc(SCc3ccc(C#N)cc3)n2Cc2ccco2)cc1
    . | -27 | 3 | 35 | -27 | 39 | 1 | -17 | -13 | -8 | 14
- COc1c(/C=N/NC(=O)c2ccccc2O)c(CCN(C)C(C)=O)cc2c1OCO2
    -4 | 4 | -1 | -2 | 4 | -6 | 0 | -14 | -10 | 6 | 3
- CN(C)CCNC(=O)c1c(CSc2ccccc2)noc1C(=O)NCc1ccccc1
    -10 | 18 | 7 | -7 | -2 | 4 | -5 | 4 | -2 | -22 | -8
- Cc1ccc(OC(=O)N(C)C[C@@H]2OCc3cn(nn3)CCCC(=O)N([C@@H](C)CO)C[C@H]2C)cc1
    -2 | -6 | . | -1 | 7 | 11 | 0 | -18 | 4 | 0 | .
- COc1ccc(OC)c(NC(=S)N2CCN(Cc3ccccc3)CC2)c1
    -12 | 2 | 1 | 8 | 6 | 9 | -13 | 11 | 5 | 4 | 14
- CCCNC(=O)c1cc(-c2ccc(OC)cc2)on1
    -3 | -15 | -1 | -177 | -53 | -202 | 1 | -107 | 5 | 1 | -38
- COc1cc(/C=C2\C(=O)ON=C2c2ccccc2)cc(Cl)c1O
    -30 | 21 | -4 | 36 | -8 | 25 | -13 | -12 | 0 | -12 | 22
- Cc1ccccc1NC(=O)CNC(=O)N1CC(=O)Nc2ccccc21
    -18 | -37 | . | 5 | -5 | 27 | 22 | 6 | 11 | 6 | .
- Cc1cc(C)nc(SCC(=O)NN=C2CCCC2)n1
    -2 | -12 | 1 | 1 | 5 | 14 | 0 | 2 | -10 | 9 | 6
- NCC[C@H](O)C(=O)N[C@@H]1C[C@H](N)[C@@H](O[C@H]2O[C@H](CN)[C@@H](O)[C@H](O)[C@H]2O)[C@H](O)[C@H]1O[C@H]1O[C@H](CO)[C@@H](O)[C@H](N)[C@H]1O
    -5 | -23 | . | -12 | -16 | 5 | 3 | -15 | -5 | -30 | -4

Reprinted from the part before: six compounds, then new ones.
Order of results: CaV13 FRET inh | CF NFkB inh | NR2E3 ag-1 | Peg3 prom inh | Shn3 3UTR inh | HIF-2a inh | PDI turbidity | NR2E3 ag-2 | Vif inh | KKLEB tox | MITF TRPM1 inh
- COc1ccc(OC)c(NC(=S)N2CCN(Cc3ccccc3)CC2)c1
    -12 | 2 | 1 | 8 | 6 | 9 | -13 | 11 | 5 | 4 | 14
- CCCNC(=O)c1cc(-c2ccc(OC)cc2)on1
    -3 | -15 | -1 | -177 | -53 | -202 | 1 | -107 | 5 | 1 | -38
- COc1cc(/C=C2\C(=O)ON=C2c2ccccc2)cc(Cl)c1O
    -30 | 21 | -4 | 36 | -8 | 25 | -13 | -12 | 0 | -12 | 22
- Cc1ccccc1NC(=O)CNC(=O)N1CC(=O)Nc2ccccc21
    -18 | -37 | . | 5 | -5 | 27 | 22 | 6 | 11 | 6 | .
- Cc1cc(C)nc(SCC(=O)NN=C2CCCC2)n1
    -2 | -12 | 1 | 1 | 5 | 14 | 0 | 2 | -10 | 9 | 6
- NCC[C@H](O)C(=O)N[C@@H]1C[C@H](N)[C@@H](O[C@H]2O[C@H](CN)[C@@H](O)[C@H](O)[C@H]2O)[C@H](O)[C@H]1O[C@H]1O[C@H](CO)[C@@H](O)[C@H](N)[C@H]1O
    -5 | -23 | . | -12 | -16 | 5 | 3 | -15 | -5 | -30 | -4
- Cc1nnc(Sc2nc3c(c(=O)n(C)c(=O)n3C)n2Cc2ccccc2Cl)s1
    -4 | 2 | 2 | 0 | -17 | 23 | -3 | 11 | 7 | -5 | -7
- NS(=O)(=O)c1ccc(CCNC(=O)C2CCCN(S(=O)(=O)c3cccnc3)C2)cc1 (stereo not drawn)
    -11 | -3 | 1 | 10 | 1 | 1 | . | -2 | 1 | 11 | -13
- C=CCNC(=O)C(=O)NCC(c1ccc2c(c1)OCO2)N1CCOCC1 (stereo not drawn)
    -17 | 5 | 1 | -72 | -1 | -8 | 0 | 3 | 29 | -7 | -4
- NC(=O)c1cccc(-c2cccc3nccn23)c1
    -6 | -14 | . | -12 | -5 | 9 | -1 | 0 | 14 | -2 | .
